Bioassay records deposited in PubChem BioAssay by NCI.
All columns: NCI-60 one-dose screen, growth in % after 48 h at 10 µM unless noted; 100 = growth as untreated, 0 = no growth, -100 = all killed.
MCF7: MCF7 breast cancer; 6.3% of 82,000 active; AID 1794796
BT-549: BT-549 breast cancer; AID 1794793; 4.4% of 78,000 active
SR: SR leukemia cells | 8.7% of 73,000 active
MDA-MB-468: MDA-MB-468 breast cancer. 8.5% of 78,000 active. AID 2202374
MOLT-4: MOLT-4 leukemia cells | 6.9% of 80,000 active
T-47D: T-47D breast cancer; 5% of 79,000 active; AID 1794792
MDA-MB-231: MDA-MB-231 breast cancer; 5% of 81,000 active
K-562: K-562 leukemia | 7.4% of 78,000 active | AID 1794777
The depositor's hits bear a star; . = not tested or not shown; & = joins results of further samples. The calls were made as follows: active = growth percent below 10; inactive = the rest. Compounds as they come, and some 13% of all compounds hit somewhere here.

nr	canonical_smiles	MCF7	BT-549	SR	MDA-MB-468	MOLT-4	T-47D	MDA-MB-231	K-562
1	COc1cc(/C=N/N2CCCCCC2)cc(I)c1O	78	99	80	118	93	95	82	93
2	Cc1ccccc1CNC(=O)C1CN(c2ccc(Cl)cc2)N(c2ccc(Cl)cc2)C1=O (stereo not drawn)	74	91	60	83	81	72	85	52
3	O=C(O)C(=Cc1ccccc1)C(=O)O	102	97	96	97	101	95	100	101
4	COc1ccc(C2OCC(C)([N+](=O)[O-])CO2)cc1 (stereo not drawn)	102	.	94	116	101	100	108	106
5	C=C(C)[C@@H]1CC[C@]2(C(=O)O)CC[C@]3(C)[C@H](CC[C@@H]4[C@@]5(C)C[C@@H](CC#Cc6cccs6)[C@H](O)C(C)(C)[C@@H]5CC[C@]43C)[C@@H]12	40	74	67	68	29	59	88	29
6	N#C/C(=C\c1ccc[nH]1)c1cc2ccccc2[nH]1	9.0*	67	68	-3.2*	63	.	60	43
7	O=C1Nc2ccc(Cl)cc2/C1=c1/sc2nc3ccccc3n2c1=O	67	108	83	91	97	88	85	92
8	COC(CC=O)CC(C)CC(C)(C)C (stereo not drawn)	107	113	103	107	95	.	99	101
9	c1cnc2[nH]cc(-c3ccc(-c4c[nH]c5ncccc45)[nH]3)c2c1	45	41	40	17	67	17	35	74
10	COc1ccc(-n2ncn(CCCCCCn3cnn(-c4ccc(OC)cc4)c3=O)c2=O)cc1	93	101	.	85	.	.	87	73
11	COc1ccc(NS(=O)(=O)c2ccc(-c3cnc(C4CC4)o3)cc2)cc1	29	59	41	13	49	.	70	23
12	CS(=O)(=O)c1ccc(-c2nc3ccccn3c2C=Nc2ccc(Cl)cc2)cc1	88	74	97	98	65	65	86	24
13	COC(=O)c1sccc1-c1cc(O)c(C(=O)Nc2ccccc2)s1	82	116	93	85	97	68	91	92
14	CCOC(=O)c1cnn2c(-c3ccc(Cl)cc3)nc(N3CCCCC3)nc12	90	103	91	104	92	89	97	.
15	COc1cc2c(OC)c(-c3c(C)cc4c(-c5nc6ccccn6c5NC(C)(C)C)c(OC)c(OC)cc4c3OC)c(C)cc2c(-c2nc3ccccn3c2NC(C)(C)C)c1OC	22	81	.	30	27	24	52	30
16	CCCCCCCCCCN(CCCCCCCCCC)CC(O)c1ccc2cc(Cl)c3ccccc3c2c1 (stereo not drawn)	96	103	94	117	110	97	105	103
17	CCOC(=O)c1sc2ccc(N)cc2c1NC(=O)c1ccc(C)cc1	96	96	104	.	94	89	98	99
18	COC(=O)c1c(C(=O)OC)c(-c2cccc(Cl)c2)n2c1CCC2	106	97	98	88	82	89	99	110
19	CCOC=C(C(=O)OCC)C(=O)OCC	94	106	95	100	104	102	100	112
20	O=C(N/N=C/c1ccc(-c2ccc(O)cc2)o1)c1[nH]c2ccc(Br)cc2c1-c1ccccc1	-3.4*	-13*	-9.5*	-17*	0.9*	19	.	1.6*
21	NC1=Cc2n(c(=O)c3ccccc3[n+]2-c2ccccc2)C1	79	108	93	.	99	112	101	.
22	O=C(O)CCCN1C(=O)/C(=C/c2cnc(-c3ccc(Cl)cc3)s2)SC1=S	60	61	.	64	60	43	12	49
23	N[C@@H]1CCCN(c2c(/C=C3\SC(=O)NC3=O)cccc2-c2ccccc2)C1	45	0.2*	22	56	31	26	56	33
24	CCCCCC/C=C\CCCCCCCCCc1cc(O)cc(OC)c1O	6.8*	3.4*	0.2*	-54*	2.7*	-62*	-43*	7.8*
25	O=C(CN1CCCCC1)Nc1ccc(S(=O)(=O)c2ccc(NC(=O)CN3CCCCC3)cc2)cc1	105	98	77	104	90	104	92	78
26	O=C1CC[C@@]2(C[C@H](CI)OC2=O)O1	100	125	87	.	93	110	100	109
27	COc1cnc2c(c1)C(=O)c1c-2n(CCCN2CCC(O)CC2)c(=O)c2cc(Cl)ccc12	0.9*	47	-17*	38	-7.0*	43	-28*	-39*
28	C#CCOc1ccc(C2=NN(CCCCC)C3N=C(Cl)c4ncn(CCCCC)c4N23)cc1OCC#C (stereo not drawn)	84	101	83	97	72	78	92	79
29	CCN(CC)CCN1C(=O)c2c(c(C)c3c(oc4ccc(OC)cc43)c2C)C1=O	95	116	110	101	96	110	96	91
30	COc1ccc(C(=O)CSc2nccc(Nc3ccc(S(=O)(=O)Nc4ccccn4)cc3)n2)cc1	100	.	122	93	103	72	107	102
31	C#CC#CC#CC#CC#CC#CC#CC#CC[C@@H]1OC[C@H](COC(=O)O[C@@H](C(=O)O[C@H]2C[C@@]3(O)[C@@H](OC(=O)c4ccccc4)[C@@H]4[C@]5(OC(C)=O)CO[C@@H]5C[C@H](O)[C@@]4(C)C(=O)[C@H](OC(C)=O)C(=C2C)C3(C)C)[C@@H](NC(=O)c2ccccc2)c2ccccc2)O1	18	35	20	-8.1*	31	39	45	16
32	Cc1nc(N2N=C(c3ccccc3)CC2c2cccs2)sc1C(=O)/C=C/c1ccc(Cl)cc1 (stereo not drawn)	96	100	118	114	106	93	104	98

Next part, starting with the last 7 of the part before.
nr	canonical_smiles	MCF7	BT-549	SR	MDA-MB-468	MOLT-4	T-47D	MDA-MB-231	K-562
26	O=C1CC[C@@]2(C[C@H](CI)OC2=O)O1	100	125	87	.	93	110	100	109
27	COc1cnc2c(c1)C(=O)c1c-2n(CCCN2CCC(O)CC2)c(=O)c2cc(Cl)ccc12	0.9*	47	-17*	38	-7.0*	43	-28*	-39*
28	C#CCOc1ccc(C2=NN(CCCCC)C3N=C(Cl)c4ncn(CCCCC)c4N23)cc1OCC#C (stereo not drawn)	84	101	83	97	72	78	92	79
29	CCN(CC)CCN1C(=O)c2c(c(C)c3c(oc4ccc(OC)cc43)c2C)C1=O	95	116	110	101	96	110	96	91
30	COc1ccc(C(=O)CSc2nccc(Nc3ccc(S(=O)(=O)Nc4ccccn4)cc3)n2)cc1	100	.	122	93	103	72	107	102
31	C#CC#CC#CC#CC#CC#CC#CC#CC[C@@H]1OC[C@H](COC(=O)O[C@@H](C(=O)O[C@H]2C[C@@]3(O)[C@@H](OC(=O)c4ccccc4)[C@@H]4[C@]5(OC(C)=O)CO[C@@H]5C[C@H](O)[C@@]4(C)C(=O)[C@H](OC(C)=O)C(=C2C)C3(C)C)[C@@H](NC(=O)c2ccccc2)c2ccccc2)O1	18	35	20	-8.1*	31	39	45	16
32	Cc1nc(N2N=C(c3ccccc3)CC2c2cccs2)sc1C(=O)/C=C/c1ccc(Cl)cc1 (stereo not drawn)	96	100	118	114	106	93	104	98
33	CC(N)C(O)(c1ccccc1)c1ccccc1 (stereo not drawn)	99	112	97	100	100	89	105	99
34	N#CC1=C(NC=O)Oc2c(ccc3ccccc23)C1c1ccccc1 (stereo not drawn)	18	26	23	12	39	25	32	15
35	O=C(O)/C=C/c1ccco1	101&94	123&115	.	105&108	106	113&103	92&105	93
36	CCCCCn1sc(=O)n(Cc2ccc(CNC(=O)OCc3ccc4c(Br)cc(Br)c(O)c4n3)cc2)c1=O	66	.	39	93	42	61	99	45
37	CCC(C)C1CCCCC1O (stereo not drawn)	102	102	133	107	112	87	99	100
38	CCCCCCCCCCCCCCCCCCCCC/C=C\C[C@H](O)C/C=C1/C(=O)C=C[C@@H]1C/C=C\CCCC(=O)OC	77	88	103	106	100	85	109	105
39	CC(=O)c1ccc(NC2CCC(=O)N2)cc1 (stereo not drawn)	99	108	100	108	104	105	107	101
40	CCN(CC)CCOc1ccc(C=O)cc1	95	87	110	115	95	91	109	107
41	CSC(=S)NN	93	105	96	123	80	102	99	99
42	O=C(NCCCNc1nccc(-c2c(-c3cccc(F)c3)nc3sccn23)n1)c1ccccc1	65	83	66	60	53	41	111	50
43	Cc1ccc(/C=C2\CN(C(=O)C(Cl)Cl)C/C(=C\c3ccc(C)cc3)C2=O)cc1	-32*	-15*	1.7*	-66*	0.1*	-29*	-3.3*	0.0*
44	O=[N+]([O-])c1ccc(CSc2nnc(-c3ccncc3)o2)cc1	92	88	.	96	.	.	106	76
45	CCCCCCCCCC(=O)OCCCC(CCC(C)OC(=O)CCCCCCCCC)OC(=O)CCCCCCCCC (stereo not drawn)	98	111	96	98	.	90	102	105
46	CC(C)C(=O)Cc1cnccn1	103	110	114	119	123	109	119	114
47	NC(=O)c1cccc(C#CCNC[C@H]2C[C@@H](n3ccc4c(Cl)ncnc43)[C@H](O)[C@@H]2O)c1	96	102	112	96	114	97	101	111
48	NC(=O)N/N=C/c1cc(=O)[nH]c(=O)[nH]1	99	109	89	103	94	96	114	87
49	CCC=C(C(=O)O)C(=O)O	97	99	87	100	96	.	110	98
50	O=S(=O)(Oc1ccc(Br)cc1)c1ccc(Cl)cc1	92	100	98	105	85	89	117	108
51	CSc1ncc(Br)c(=O)[nH]1	103	109	92	99	93	96	103	95
52	O=S(=O)(NC1CCc2ccccc21)c1ccccc1 (stereo not drawn)	102	116	98	96	87	102	105	94
53	O=C(Nc1ccc(Cl)c(C(F)(F)F)c1)Nc1ccc2oc(=O)ccc2c1	12	79	46	25	28	8.7*	69	19
54	O=C1CNC(c2ccccc2[N+](=O)[O-])N1O (stereo not drawn)	94	106	83	109	95	105	121	95
55	Cc1nc(C)c(CSC2N=C(c3ccc(Br)cc3)c3cnn(-c4ccccc4)c3N2)nc1C (stereo not drawn)	93	108	.	103	80	81	94	88
56	O=C1C=CC(=O)N1Cc1ccccc1	102	.	102	65	103	99	108	107
57	Oc1ccccc1-c1cn2ccnc2c(-c2ccccc2O)n1	40	62	53	52	64	53	31	57
58	COc1cc2nc(Cl)nc(Nc3cccc(C4=Nc5c(N)nc(N)nc5NC(c5ccc(Cl)cc5)C4)c3)c2cc1OC (stereo not drawn)	13	85	-8.0*	28	10	82	73	-22*
59	COc1nc(OC)nc(-c2cc(-c3ccc(Br)cc3)no2)n1	92	92	92	90	92	105	100	93
60	NNc1nc2c(cnn2-c2ccccc2)c2nc(N)nn12	96	110	103	123	107	99	99	103
61	N=c1c2cc(-c3ccccc3)oc2ncn1/N=C/c1ccc(Br)cc1	66	101	30	68	85	80	93	80
62	CCCCCCCC(=O)Oc1ccc2c(c1)OCO2	103	92	96	101	102	90	100	102
63	CCCCC1COc2cccc3c2N1C=C/C3=C\C(=O)N(C)Cc1ccccc1 (stereo not drawn)	101	101	101	75	78	76	102	81
64	CC(=O)n1nc(C(=O)OCCCc2ccccc2)c2ccccc21	101	103	115	101	100	99	90	98

Continued; the last 3 above are carried over.
nr	canonical_smiles	MCF7	BT-549	SR	MDA-MB-468	MOLT-4	T-47D	MDA-MB-231	K-562
62	CCCCCCCC(=O)Oc1ccc2c(c1)OCO2	103	92	96	101	102	90	100	102
63	CCCCC1COc2cccc3c2N1C=C/C3=C\C(=O)N(C)Cc1ccccc1 (stereo not drawn)	101	101	101	75	78	76	102	81
64	CC(=O)n1nc(C(=O)OCCCc2ccccc2)c2ccccc21	101	103	115	101	100	99	90	98
65	Cc1cc(=O)c2cc3nc(-c4cccnc4)oc3c(Br)c2o1	95	103	71	96	90	201	111	84
66	Cc1ccc(S(=O)(=O)NC(=O)NN2CCCCCC2)cc1	104&96	108&96	98	98&93	102&136	102&104	108&90	129
67	CCCc1[nH]nc2c1C(c1cc3c(cc1Br)OCO3)C(C#N)=C(N)O2 (stereo not drawn)	92	85	74	96	88	92	95	86
68	C=CCC(=O)OCC1CC2C=CC1C2 (stereo not drawn)	89	101	109	110	103	101	114	102
69	N/C(=N\c1nc2ccccc2s1)NC(=O)Nc1ccccc1Br	8.2*	-7.4*	12	-29*	22	45	-50*	11
70	S=c1c2ncccc2c(-c2ccccn2)nn1Cc1ccccc1	14	80	52	22	47	30	53	26
71	COc1cc2c3c(c(=O)oc2cc1OS(=O)(=O)c1ccc(C)cc1)CCCCC3	94	55	66	.	68	63	116	59
72	Cn1c2ccc(Cl)cc2c2nn(Cc3ccccc3)c(=O)nc21	109	144	93	117	96	.	119	110
73	CCOc1ccccc1NC1=C(Cl)C(=O)c2nc(C)ccc2C1=O	-60*	44	-13*	-91*	-25*	-40*	-64*	1.3*
74	CCC(CC(Br)C(=O)O)NC(=O)c1ccccc1 (stereo not drawn)	96	99	98	96	99	92	99	100
75	O=C1CNC(c2ccccc2)C(c2ccccc2)N1 (stereo not drawn)	92	83	106	93	104	104	100	120
